Screening data as filed in PubChem.
Neddyl block = blocks human cullin neddylation; P61081+Q13564; TR-FRET cullin neddylation, biochemical; calls only at 25 µM; 0.58% of 360,000 active; AID 651699; in the data active means inhibition above about 36%
Tb MetRS inh = blocks T. brucei methionyl-tRNA synthetase activity; inhibition, % at 11.9 µM; purified T. brucei MetRS, ATP depletion, Kinase-Glo luminescence; 0.4% of 360,000 active;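 active means inhibition above a per-plate cutoff of the control wells' mean inhibition plus 3 SD, cut at about 5.5% in these data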;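 further: 0% = DMSO wells median and 100% = median of wells with control inhibitor compound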
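Assay system: T. brucei methionyl-tRNA synthetase, purified | Medium: HEPES buffer with MgCl2, KCl, DTT, spermine, BSA, pyrophosphatase | Compound: 11.9 µM single point | Incubation: 15 min enzyme-compound preincubation, 2 h reaction, 10 min detection, 25 °C | Measured by: Kinase-Glo luciferase luminescence reporting remaining unconsumed ATP | Measure: % inhibition normalized to control-well medians | Replication: Singlicate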
Rin1 Abl inh = human Rin1-Abl interaction inhibition; P00519+Q13671; TR-FRET Rin1/Abl binding, biochemical; inhibition, % at 7.35 µM; 0.4% of 360,000 active; in the data active means inhibition above about 5%, passing the limit was not always enough
Target sequence (P00519 whole entry, looked up): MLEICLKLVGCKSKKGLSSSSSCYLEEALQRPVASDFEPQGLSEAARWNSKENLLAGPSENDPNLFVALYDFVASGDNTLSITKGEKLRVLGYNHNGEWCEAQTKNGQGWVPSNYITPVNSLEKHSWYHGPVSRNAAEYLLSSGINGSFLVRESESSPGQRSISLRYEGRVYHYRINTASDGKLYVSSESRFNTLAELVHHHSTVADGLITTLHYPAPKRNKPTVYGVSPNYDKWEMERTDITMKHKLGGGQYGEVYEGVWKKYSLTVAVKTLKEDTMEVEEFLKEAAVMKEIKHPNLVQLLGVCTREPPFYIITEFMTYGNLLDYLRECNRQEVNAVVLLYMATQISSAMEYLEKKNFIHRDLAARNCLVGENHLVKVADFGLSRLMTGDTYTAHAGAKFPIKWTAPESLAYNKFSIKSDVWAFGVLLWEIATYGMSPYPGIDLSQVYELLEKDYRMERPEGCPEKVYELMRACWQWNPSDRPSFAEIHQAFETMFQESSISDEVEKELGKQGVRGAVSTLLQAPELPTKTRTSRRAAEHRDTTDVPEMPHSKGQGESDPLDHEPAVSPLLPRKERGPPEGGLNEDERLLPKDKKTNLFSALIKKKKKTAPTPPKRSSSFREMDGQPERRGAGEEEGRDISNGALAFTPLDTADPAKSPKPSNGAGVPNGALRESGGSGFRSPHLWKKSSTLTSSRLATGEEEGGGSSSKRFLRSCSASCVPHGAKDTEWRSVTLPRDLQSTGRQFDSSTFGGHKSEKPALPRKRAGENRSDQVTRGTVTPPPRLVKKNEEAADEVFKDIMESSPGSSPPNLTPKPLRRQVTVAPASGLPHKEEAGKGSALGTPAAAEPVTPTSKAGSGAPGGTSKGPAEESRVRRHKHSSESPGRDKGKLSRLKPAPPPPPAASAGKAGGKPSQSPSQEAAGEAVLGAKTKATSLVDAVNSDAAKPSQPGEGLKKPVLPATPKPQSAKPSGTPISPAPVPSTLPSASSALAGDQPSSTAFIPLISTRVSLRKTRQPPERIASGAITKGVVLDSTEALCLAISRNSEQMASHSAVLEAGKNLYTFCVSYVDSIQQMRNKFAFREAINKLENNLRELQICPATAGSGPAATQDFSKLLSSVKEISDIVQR
Target sequence (Q13671 whole entry, looked up): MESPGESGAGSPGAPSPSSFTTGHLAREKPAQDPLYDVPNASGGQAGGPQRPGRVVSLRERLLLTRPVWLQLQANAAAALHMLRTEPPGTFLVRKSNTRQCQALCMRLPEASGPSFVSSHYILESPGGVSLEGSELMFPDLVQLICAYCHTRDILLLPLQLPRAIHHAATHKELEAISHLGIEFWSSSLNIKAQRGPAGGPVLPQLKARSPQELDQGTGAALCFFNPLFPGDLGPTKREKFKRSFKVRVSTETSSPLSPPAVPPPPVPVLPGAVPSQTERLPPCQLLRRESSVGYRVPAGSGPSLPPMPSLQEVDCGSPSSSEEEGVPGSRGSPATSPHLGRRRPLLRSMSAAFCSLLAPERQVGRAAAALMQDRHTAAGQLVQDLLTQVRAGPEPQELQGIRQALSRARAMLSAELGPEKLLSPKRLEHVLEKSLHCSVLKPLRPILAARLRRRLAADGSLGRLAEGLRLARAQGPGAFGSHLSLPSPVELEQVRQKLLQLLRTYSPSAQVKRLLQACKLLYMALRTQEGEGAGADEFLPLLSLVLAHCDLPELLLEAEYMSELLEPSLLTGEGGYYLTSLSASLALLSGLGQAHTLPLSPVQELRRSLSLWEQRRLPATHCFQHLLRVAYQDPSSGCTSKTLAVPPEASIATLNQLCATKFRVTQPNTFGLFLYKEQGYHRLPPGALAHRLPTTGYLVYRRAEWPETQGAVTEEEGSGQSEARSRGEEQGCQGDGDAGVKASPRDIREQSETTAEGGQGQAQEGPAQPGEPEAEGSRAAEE
eLon inh = inhibits E. coli Lon protease | AID 602123 | purified E. coli Lon protease, fluorescence polarization | P0A9M0 | 0.42% of 360,000 active | inhibition, % at 7.94 µM; in the data active means inhibition above about 13%, passing the limit was not always enough;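 further: 0% = enzyme with probe and DMSO and 100% = no enzyme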
MLLE-PAM2 inh = inhibitors of microRNA-mediated deadenylation, human PABP1 MLLE binding | P11940 | GST-MLLE / FITC-PAM2 fluorescence polarization | inhibition, % at 20 µM | 0.36% of 360,000 active | AID 588489; in the data active means inhibition above about 35%, passing the limit was not always enough;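 further: plate controls were DMSO wells with GST-MLLE for no effect and wells lacking GST-MLLE protein for full effect; some results filed as inactive read as strong as hits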
FAS-TE inh = inhibitors of human fatty acid synthase thioesterase domain; P49327; recombinant FAS-TE, OMFH fluorogenic substrate, fluorescence endpoint; inhibition, % at 15 µM; 0.67% of 360,000 active;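 active means compounds whose normalised, plate-corrected inhibition of enzyme fluorescence in the single-dose primary screen is 50% or more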;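 further: 0% = DMSO with enzyme and 100% = substrate without enzyme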
MsrA act = bovine methionine sulfoxide reductase A activation; activation, % at 10.6 µM; purified bovine MsrA, absorbance read-out; 0.3% of 360,000 active; AID 602163; in the data active means activation above about 7.5%;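 further: 0% = vehicle and 100% = reference activator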
MsrA inhibitor = inhibitors of bovine MsrA; purified bovine MsrA, absorbance read-out; inhibition, % at 15.5 µM; 0.75% of 360,000 active; AID 651718; in the data active means inhibition above about 4.5%;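 further: 0% = vehicle wells with enzyme and 100% = reference inhibitor wells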
CSN deneddyl inh = inhibitors of human CSN-mediated cullin deneddylation; inhibition, % at 12.5 µM; Q92905; Purified CSN, SCF-Nedd8-OG deneddylation, fluorescence polarization; 0.38% of 360,000 active;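 active means pattern-corrected inhibition above about 35%, with an unprinted fluorescence ratio check between 0.5 and 1.5, limit read from the data, passing the limit was not always enough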;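 further: 0% = enzyme with substrate and 100% = substrate without enzyme; some results filed as inactive read as strong as hits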
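Material: purified human Csn5 enzyme expressed in HEK293T cells / Medium: Tris buffer pH 7.5, NaCl, DTT, Tween-20, trehalose, ovalbumin / Compound dosing: 12.5 µM single point / Schedule: 90 min incubation of compound, enzyme and substrate at room temperature / Signal: fluorescence polarization of the substrate / Control set: no-enzyme wells high, enzyme-with-substrate wells low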
* marks the source's active call; other numbers are inactive results; i = inactive; . = not tested or not shown.

SMILES | Neddyl block | Tb MetRS inh | Rin1 Abl inh | eLon inh | MLLE-PAM2 inh | FAS-TE inh | MsrA act | MsrA inhibitor | CSN deneddyl inh
COc1ccccc1CCN1C(=S)NC(C)(C)CC1(C)O (centres undefined) | i | -1.3 | 2 | -4 | -72 | 2 | -3 | 0.7 | -1
CC(=O)c1c(C)[nH]c(C(=O)Nc2ccc(C)c(C)c2)c1C | i | 0.1 | 2 | 0 | 2 | 0 | 1 | 0.3 | 1
Oc1ccc(N2CCN(C(c3cccs3)c3nnnn3CCc3ccccc3)CC2)cc1 (centres undefined) | i | -0.9 | 4 | 5 | 12 | -5 | -12 | 0.1 | -9
COc1ccccc1CNC(=O)CN(CCc1ccccc1)S(C)(=O)=O | i | -0.6 | 2 | -7 | -6 | -10 | -8 | 0.5 | 1
CCC(C)c1ccccc1OCCCN(C)Cc1ccccc1 (centres undefined) | i | 2.1 | 4 | 1 | -10 | 5 | -14 | 1.2 | 3
COc1ccc(Cn2ccnc2SCC(=O)NC2CCCC2)cc1 | i | -0.2 | -2 | -9 | -29 | -7 | -5 | -1.0 | 3
CC(C)(C)NC(=O)C(=O)NNC(=O)COc1ccccc1 | i | 0.2 | 0 | -6 | 10 | -16 | -2 | -0.5 | 1
COc1ccc(SC[C@H](Cc2ccccc2)N2CC[C@@H](NC(=O)OCc3ccccc3)CCC2=O)cc1 | i | -0.3 | 1 | -8 | 21 | 17 | -2 | 1.1 | 1
CN(C)S(=O)(=O)c1cccc(NC(=S)Nc2cc(Cl)cc(Cl)c2)c1 | i | 0.8 | -2 | 8 | 34 | 26 | -1 | -0.3 | 7
CN(CC(=O)O)S(=O)(=O)c1ccc2c(c1)n(C)c(=O)c(=O)n2C | i | 0.6 | -3 | -6 | 1 | -3 | -3 | 1.9 | -4
COc1ccc(CNC(=O)CNC(=O)c2sc3ccccc3c2Cl)cc1OC | i | -0.3 | 1 | -18 | -7 | -8 | -4 | 0.1 | 2
O=C(/C=C/c1ccc(OCc2c(F)cccc2Cl)cc1)N1CCOCC1 | i | -0.5 | -3 | 1 | -2 | 3 | -2 | -0.4 | -8
Cc1nc(N2CCC(C(N)=O)CC2)c2c(-c3cccs3)csc2n1 | i | -0.6 | -5 | -11 | -6 | 0 | -1 | -0.6 | 4
CCC(=O)c1cc(F)c(N2CCN(S(=O)(=O)c3ccccc3)CC2)cc1C | i | -0.8 | -2 | -10 | 4 | 25 | -8 | 0.0 | -2
CN(C)CCCNC(=O)c1ccc(Oc2ccccc2)cc1 | i | -0.4 | -1 | -1 | 9 | -7 | -5 | -0.1 | 10
Cc1cc2cc(CNC(=O)c3ccc(C)c([N+](=O)[O-])c3)ccc2[nH]1 | i | -1.1 | 0 | 22* | 43* | 6 | -5 | -0.1 | -4
CC1([N+](=O)[O-])COC2(OC1)C(=O)Nc1ccccc12 (centres undefined) | i | -0.7 | -7 | -2 | 8 | -5 | -1 | -1.9 | 4
O=C(NC1CCCCC1)c1cc2cc(Br)ccc2o1 | i | 0.4 | 1 | -3 | -4 | 4 | -3 | -0.8 | -2
c1ccc2c(c1)c1ccccc1n1c(-c3ccc4c(c3)OCO4)nnc21 | . | 0.0 | 1 | 7 | -3 | -29 | -3 | 1.3 | -5
CC(C)CCNC(=S)Nc1ccc2nc3n(c(=O)c2c1)CCCCC3 | i | 0.6 | 2 | 2 | -7 | 4 | 4 | -0.5 | -2
CCCCNC(=O)NNC(=O)c1cc(C)on1 | i | -0.4 | -4 | -8 | 4 | -12 | -3 | -0.6 | -4
CC(C)Oc1cccc(C(=O)C2CCCN(Cc3cccn3-c3ccccn3)C2)c1 (centres undefined) | i | -0.4 | -1 | 3 | 10 | 2 | -1 | -0.4 | -2
CC(C)COC(=O)NCCOC(=O)Nc1cccc(Cl)c1 | i | -0.3 | 3 | -4 | 13 | 2 | -2 | -0.5 | 0
COc1ccc(NC(=O)c2ccc3ccccc3n2)cc1S(=O)(=O)N1CCCCC1 | i | -0.7 | 0 | 12 | 13 | 28 | -4 | 0.0 | -6

3 entries from above, arranged by molecular weight, high to low.
SMILES | Neddyl block | Tb MetRS inh | Rin1 Abl inh | eLon inh | MLLE-PAM2 inh | FAS-TE inh | MsrA act | MsrA inhibitor | CSN deneddyl inh
O=C(NC1CCCCC1)c1cc2cc(Br)ccc2o1 | i | 0.4 | 1 | -3 | -4 | 4 | -3 | -0.8 | -2
CC1([N+](=O)[O-])COC2(OC1)C(=O)Nc1ccccc12 (centres undefined) | i | -0.7 | -7 | -2 | 8 | -5 | -1 | -1.9 | 4
CCCCNC(=O)NNC(=O)c1cc(C)on1 | i | -0.4 | -4 | -8 | 4 | -12 | -3 | -0.6 | -4

Additional results
SMILES | Neddyl block | Tb MetRS inh | Rin1 Abl inh | eLon inh | MLLE-PAM2 inh | FAS-TE inh | MsrA act | MsrA inhibitor | CSN deneddyl inh
CCOc1cc(/C=N/NC(N)=O)ccc1OCC(=O)Nc1ccc(C)c(C)c1 | i | -0.4 | -1 | -3 | -14 | 0 | -1 | 0.8 | 2
CN(C)CC#CCC(O)(c1ccccc1)c1ccccc1 | i | -0.3 | 2 | -4 | -2 | -9 | -3 | 0.9 | -1
C[C@H](NC(=O)Nc1cccc(Br)c1)C(=O)O | i | -0.9 | -3 | -5 | -15 | -5 | -7 | 0.9 | 5
COc1ccc(OCC(=O)Nc2cc(S(=O)(=O)N3CCCC3)ccc2Cl)cc1 | i | -0.1 | -3 | -1 | -2 | -2 | -5 | -1.2 | 3
CCN(CC)S(=O)(=O)c1cccc(C(=O)N/N=C/c2ccc(N3CCOCC3)cc2)c1 | i | -1.3 | -1 | 2 | 10 | 0 | -8 | 3.0 | -7
Cc1[nH]c2ccccc2c1CCNC(=O)c1ccc2c(c1[N+](=O)[O-])C(=O)c1ccccc1C2=O | i | -0.7 | 2 | -2 | -17 | 26 | -4 | 0.1 | 2
CCOC(=O)c1nc(-c2ccccc2)oc1N(C)C | . | -0.3 | -1 | 0 | 0 | -1 | 1 | 1.9 | -6
O=C(NCc1ccc2c(c1)OCO2)c1ccc(NC(=O)C2CCCO2)cc1 (centres undefined) | i | 0.1 | 0 | -5 | 16 | -4 | -3 | 0.3 | 1
O=C(Nc1ccc(N2C(=O)C3C4C=CC(C4)C3C2=O)cc1)Nc1cccnc1 (centres undefined) | i | 0.7 | 4 | -2 | 3 | -4 | -4 | -0.1 | -1
CCOC(=O)c1cc(-c2ccccc2C)n(CC2CC(c3ccc(OC)cc3)=NO2)n1 (centres undefined) | i | -0.1 | -1 | -10 | 6 | 19 | 1 | -0.2 | -1
O=C(O)CC(NC(=O)C1c2ccccc2Oc2ccccc21)c1ccc(Cl)cc1 (centres undefined) | i | 0.7 | 0 | -2 | 11 | 20 | 5 | 1.1 | -4
COc1ccc(CCNC(=O)C2CCC(CNS(=O)(=O)c3ccc(F)cc3)CC2)cc1OC (centres undefined) | i | -0.2 | -1 | -5 | -6 | -9 | -3 | 0.0 | 2

4 entries from above, ordered by the value under Rin1 Abl inh, falling.
compound,Neddyl block,Rin1 Abl inh,eLon inh,MLLE-PAM2 inh,MsrA act,MsrA inhibitor,CSN deneddyl inh
CCC(C)c1ccccc1OCCCN(C)Cc1ccccc1 (centres undefined),i,4,1,-10,-14,1.2,3
c1ccc2c(c1)c1ccccc1n1c(-c3ccc4c(c3)OCO4)nnc21,.,1,7,-3,-3,1.3,-5
O=C(O)CC(NC(=O)C1c2ccccc2Oc2ccccc21)c1ccc(Cl)cc1 (centres undefined),i,0,-2,11,5,1.1,-4
CCN(CC)S(=O)(=O)c1cccc(C(=O)N/N=C/c2ccc(N3CCOCC3)cc2)c1,i,-1,2,10,-8,3.0,-7

Reprinted at random: three entries already listed, in no set order.
SMILES | Neddyl block | Tb MetRS inh | Rin1 Abl inh | eLon inh | MLLE-PAM2 inh | FAS-TE inh | MsrA act | MsrA inhibitor | CSN deneddyl inh
CCN(CC)S(=O)(=O)c1cccc(C(=O)N/N=C/c2ccc(N3CCOCC3)cc2)c1 | i | -1.3 | -1 | 2 | 10 | 0 | -8 | 3.0 | -7
COc1ccc(CCNC(=O)C2CCC(CNS(=O)(=O)c3ccc(F)cc3)CC2)cc1OC (centres undefined) | i | -0.2 | -1 | -5 | -6 | -9 | -3 | 0.0 | 2
CCOC(=O)c1nc(-c2ccccc2)oc1N(C)C | . | -0.3 | -1 | 0 | 0 | -1 | 1 | 1.9 | -6

Next part
SMILES | Neddyl block | Tb MetRS inh | Rin1 Abl inh | eLon inh | MLLE-PAM2 inh | FAS-TE inh | MsrA act | MsrA inhibitor | CSN deneddyl inh
Cc1cccc(N2CCN(C(=O)C(Cc3ccccc3)n3cccc3)CC2)c1C (centres undefined) | i | 0.5 | -2 | -15 | -3 | 31 | -3 | -0.3 | 0
Cn1cnnc1SCC(=O)c1cc2ccccc2oc1=O | i | -0.4 | 2 | -4 | 37 | -1 | -3 | 2.3 | 6
O=C1CC(c2ccco2)Cc2c1cnn2-c1nc2ccccc2s1 (centres undefined) | i | -0.8 | -3 | -2 | -1 | -8 | -2 | -0.4 | 3
COc1ccc(NC(=O)CSc2nnc(NC(=O)c3ccco3)s2)cc1OC | i | -0.1 | -1 | -14 | 0 | -7 | -5 | 4.2 | 2
CC1(C(=O)Nc2ccc(Cl)c(Cl)c2)CCN1C(=O)CCC1CCCC1 (centres undefined) | i | 0.2 | -1 | -14 | -2 | 47 | 0 | -0.4 | 0
COc1ccc(CC(=O)Nc2ccc(C(=O)Nc3ccccc3C(=O)O)cc2)cc1OC | i | -0.2 | -3 | -13 | 9 | -5 | 1 | 2.6 | -1
CN(CC(=O)NCc1ccc(F)cc1)Cc1cccc(Cl)c1 | i | -0.8 | 0 | -1 | 4 | 8 | -1 | -1.6 | 1
COc1ccc(C2CC(c3cccc([N+](=O)[O-])c3)=NN2/C(C)=C/C(C)=O)cc1 (centres undefined) | i | -0.1 | 1 | -70 | -126 | -6 | 0 | -1.6 | 57*
Cc1c(-n2c(O)c(C3=c4ccccc4=NC3=O)sc2=S)c(=O)n(-c2ccccc2)n1C | i | -0.6 | 2 | 5 | 28 | -2 | -4 | -1.2 | 0
O=C(CCCCC(=O)Nc1ccccc1)Nc1ccccc1 | i | -0.7 | 1 | -10 | -6 | -3 | -4 | -0.7 | 1
CCC(C(=O)O)n1nc(-c2ccccc2)c2cc(Cl)ccc21 (centres undefined) | i | -0.3 | -3 | -4 | 13 | -4 | -3 | 0.6 | -2
CCOC(=O)c1ccc(N2C(=O)CC(Nc3ccc(CCO)cc3)C2=O)cc1 (centres undefined) | i | -0.6 | -6 | -2 | 0 | -8 | -2 | -0.4 | 2
CCOC(=O)N1CCN(C(=O)CSc2nc3c(cnn3-c3ccc(C)cc3)c(=O)[nH]2)CC1 | i | -0.7 | -1 | 1 | 1 | -4 | 0 | -0.6 | 2
CCN(CC)S(=O)(=O)c1ccc(C2=NOC3(C2)N(C)c2ccccc2C3(C)C)cc1 (centres undefined) | i | -0.1 | -4 | 1 | -13 | 50 | -3 | 0.2 | -1
CCC(C)c1ccccc1N1CC(C(=O)N2CCN(C(=O)c3ccco3)CC2)CC1=O (centres undefined) | i | -0.2 | 3 | -8 | 2 | -7 | -13 | 1.8 | 2
COc1ccccc1CNS(=O)(=O)CCNCCc1ccccc1 | i | -2.8 | -1 | 5 | 4 | 1 | -7 | 1.6 | -7
COc1ccc2[nH]c(=O)c(CN(C(=O)C(C)C)c3ccccc3OC)cc2c1 | i | -0.8 | -3 | 1 | 28 | -1 | 0 | 0.1 | 1
